# TSHR antag = Antagonists of the Thyroid Stimulating Hormone Receptor: HTS campaign; TSHR-expressing cells, TSH-stimulated cAMP HTRF, 2 h; active compounds read low; activity change, negative = inhibition, % at 11.5 µM; actives 0.2% (n = 330,000); Thyrotropin receptor (Homo sapiens), P16473;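 active = activity change below a set negative limit, meaning inhibition stronger than a set level, cut at about -70% in these data; inconclusive = activity change between two set negative limits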; also: % is scaled to controls: 0 for no effect and ±100 for the full control effect
#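 Freshly harvested TSHR cells receive pin-tooled compound, then EC80 TSH at 4nM final. After 2 hours at 37 deg C, antibody in lysis buffer and cAMP-d2 are added; 30 minutes at ambient temperature precede the HTRF read.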
# Tb PFK block = qHTS Assay to Find Inhibitors of T. brucei phosphofructokinase; AID 485367, 2010; ATP-dependent 6-phosphofructokinase (Trypanosoma brucei brucei), O15648; actives 0.17% (n = 330,000); T. brucei PFK, ADP-Glo luminescence; Potency, µM (top dose mostly 57.5 µM), inactives show at the top dose activity, negative = inhibition, most hits filed as inhibitors;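 also: potency is read from the fitted curve at half-maximal effect; 0% = uninhibited 1x PFK enzyme wells and -100% = no-enzyme wells; nearly all actives have a fitted effect of over 60% in size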
#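 PFK 1.25 nM, F6P 0.5 mM, ATP 0.1 mM, 0.1 M TEA pH 8.0, 5 mM MgCl2, 0.01% Tween20, 0.1% BSA; 45 min RT. ADP-Glo readout. qHTS titration up to 57 uM; curves fitted, compounds curve-classed.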
# BCR signal inh = qHTS Assay to Find Inhibitors of Chronic Active B-Cell Receptor Signaling; ABC-DLBCL IkBa-CBG/CBR reporter, luminescence ratio, 4 h; Potency, µM (top dose mostly 46.1 µM), for the others: top-dose ratio change, negative = lower green/red ratio, usual class: inhibitors; actives 0.05% (n = 340,000); active = well fitted inhibition curve with a large enough effect in the signal ratio, with a control signal flat, not every such curve was filed as active; inconclusive = small, poorly fitted or top-dose-only effect, or effect the other way, or a change in a side signal; the % refers to the signal ratio;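 also: potency is read from the fitted curve at half-maximal effect; plate controls were basal doxycycline-induced cells for no effect and cells given 10 µM MG132 for full effect; MG132 reads +100%, hits lower the ratio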
#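 Concentration-response series (up to 46 uM) were applied to TMD8 dual-reporter cells for 4 h at 37C with doxycycline. Green/red ratio, after filter-overlap correction, defined %Activity; red signal alone was normalised to basal cells and zero luminescence.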
# B2AR arrestin = qHTS assay of beta-arrestin-biased ligands of beta2-adrenergic receptor; AID 492947, 2010; beta-arrestin recruitment to beta2AR, cell-based reporter; Potency, µM (top dose mostly 46.1 µM), without a hit: top-dose activation, most hits filed as activators; actives 0.02% (n = 330,000); Beta-2 adrenergic receptor (Homo sapiens), P07550;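 also: potency is read from the fitted curve at half-maximal effect; 0% = DMSO controls and full agonism = EC100 isoproterenol or metaproterenol; nearly all actives have a fitted effect of over 65% in size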
# Target sequence (P07550 whole entry, looked up): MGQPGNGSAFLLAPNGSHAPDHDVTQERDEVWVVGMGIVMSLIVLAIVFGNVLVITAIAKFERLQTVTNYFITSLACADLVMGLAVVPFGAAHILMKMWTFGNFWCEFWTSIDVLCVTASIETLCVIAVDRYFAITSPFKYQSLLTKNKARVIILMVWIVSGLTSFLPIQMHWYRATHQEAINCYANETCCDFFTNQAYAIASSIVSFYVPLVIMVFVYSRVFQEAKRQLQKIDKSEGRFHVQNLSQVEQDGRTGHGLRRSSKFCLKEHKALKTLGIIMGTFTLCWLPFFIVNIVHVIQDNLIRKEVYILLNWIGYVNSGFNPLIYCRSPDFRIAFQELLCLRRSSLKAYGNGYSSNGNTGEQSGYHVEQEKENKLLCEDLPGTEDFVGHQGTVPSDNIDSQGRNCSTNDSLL
# ELG1 repair inh = qHTS screen for small molecules that inhibit ELG1-dependent DNA repair in human embryonic kidney (HEK293T) cells expressing luciferase-tagged ELG1; actives 2.3% (n = 330,000); Potency, µM (titrated, usually from 46.1 µM), for the others: at the top dose activity change, negative = inhibition, usual class: inhibitors; HEK293T ELG1-luciferase reporter, luminescence, 16 h; DNA damage induced by 5-fluorouridine; AID 504467, 2011; also: potency is read from the fitted curve at half-maximal effect; % is scaled to controls: 0 for no effect and ±100 for the full control effect; nearly all actives have a fitted effect of over 55% in size
#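 DMSO vehicle served as the neutral condition. Each well held 2,000 cells given 5-fluorouridine plus compound; after 16 hr at 37 °C/5% CO2, ONE-Glo was added and luciferase measured 30 min later.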
# Eya2 inh = qHTS Assay for Inhibitors of the Phosphatase Activity of Eya2 | Protein phosphatase EYA2 (Homo sapiens), O00167 | recombinant Eya2, OMFP fluorescence dephosphorylation (OMFP is methylfluorescein phosphate) | Potency, µM (series often up to 76.9 µM), for the others: top-dose activity, negative = inhibition, usual class: inhibitors | actives 0.006% (n = 330,000); also: potency is read from the fitted curve at half-maximal effect; % is scaled to controls: 0 for no effect and ±100 for the full control effect
#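 Eya2 (0.2 uM) preincubated 10 min at ambient with compound, then OMFP substrate added at 50 uM; 10 min reaction in 50 mM HEPES pH 7.5, 50 mM NaCl, 5 uM MgCl2, 0.05% BSA, 1 mM DTT. Fluorescence read at Ex 485/Em 525 nm.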
# TSG101-PTAP inh = qHTS Assay for Iinhibitors of HIV-1 Budding by Blocking the Interaction of PTAP/TSG101; Fluorescence polarization, FITC-PTAP peptide / Tsg101 binding; Potency, µM (top dose mostly 115 µM), for the others: at the highest dose activity change, negative = inhibition, usual class: inhibitors; 340,000 tested, under 10 active; AID 493005, 2010; active = well fitted inhibition curve with a large enough effect in the main read-out, with a control signal flat, not every such curve was filed as active; inconclusive = small, poorly fitted or top-dose-only effect, or effect the other way, or a change in a side signal; inactive = no such curve, though single readings can be large or run the other way; also: potency is read from the fitted curve at half-maximal effect; % of control where 0% means no effect
#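 Compounds were pin-transferred onto Tsg101 binding domain (10 uM final) in HEPES pH 7.5 buffer, then FITC-PTAP peptide was added at 50 nM final. After 20 min at RT, polarization reported peptide displacement across a qHTS concentration series.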
# TCR activator = Activators of T cell receptors: qHTS campaign. primary human leukocytes, anti-CD3, IL-2 HTRF, 48 h. AID 504894, 2011. Potency, µM (highest dose often 9.22 µM), without a hit: at the top dose activation of IL-2 secretion, hits mostly activators. 330,000 tested, under 10 active; also: % of control where 0% means no effect
#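 Primary human leukocytes incubated 48 hr with anti-CD3 beads plus compound, without co-stimulation. Secreted IL-2 measured by HTRF (europium cryptate/d2 anti-IL-2 pair, 320 nm excitation, 665 nm emission).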
# uPA generation = qHTS for Inhibitors of Cell Surface uPA Generation | Potency, µM (series often up to 38.3 µM), for inactives: at the top dose activity change, negative = inhibition, most hits filed as inhibitors | cell surface uPA generation assay, qHTS | AID 540303, 2011 | actives 0.31% (n = 330,000); active = well fitted inhibition curve with a large enough effect; inconclusive = small, poorly fitted or top-dose-only effect; inactive = no such curve, though single readings can be large or run the other way; tested in mouse RAW 264.7 cells; also: potency is read from the fitted curve at half-maximal effect; % is scaled to controls: 0 for no effect and ±100 for the full control effect; nearly all actives have a fitted effect of over 55% in size
# USP2a inh = qHTS Assay for Inhibitors of Ubiquitin-specific Protease USP2a Using CHOP2 as the Reporter; Potency, µM (series often up to 38.3 µM), for the others: at the highest dose activity change, negative = inhibition, usual class: inhibitors; actives 0.01% (n = 330,000); USP2 core, Ub-CHOP2 coupled fluorogenic reporter, 485/531; AID 463254, 2010;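 also: potency is read from the fitted curve at half-maximal effect; plate controls were DMSO wells for no effect and full inhibition by NEM control for full effect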
# Target sequence (O75604 whole entry, looked up): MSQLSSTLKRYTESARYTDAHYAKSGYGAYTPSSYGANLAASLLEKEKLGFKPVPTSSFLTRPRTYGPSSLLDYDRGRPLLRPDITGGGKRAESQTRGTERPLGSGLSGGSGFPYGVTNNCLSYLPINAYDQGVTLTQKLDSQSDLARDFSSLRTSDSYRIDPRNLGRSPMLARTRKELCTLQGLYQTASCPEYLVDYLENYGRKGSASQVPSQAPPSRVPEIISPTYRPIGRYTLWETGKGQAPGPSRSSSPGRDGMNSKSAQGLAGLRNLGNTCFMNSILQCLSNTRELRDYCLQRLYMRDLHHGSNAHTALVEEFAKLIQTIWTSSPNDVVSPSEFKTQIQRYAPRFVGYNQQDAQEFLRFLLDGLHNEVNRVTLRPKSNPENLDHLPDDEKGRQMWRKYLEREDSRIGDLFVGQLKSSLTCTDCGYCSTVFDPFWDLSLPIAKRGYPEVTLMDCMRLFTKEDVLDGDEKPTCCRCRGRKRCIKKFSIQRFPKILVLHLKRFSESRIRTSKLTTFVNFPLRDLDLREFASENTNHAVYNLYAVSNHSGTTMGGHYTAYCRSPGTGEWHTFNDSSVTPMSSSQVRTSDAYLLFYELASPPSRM
#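 Deubiquitinase activity read as fluorescence (485/531 nm) after Ub-CHOP2 cleavage activates the enterokinase reporter on its substrate; USP2 core 10nM, Ub-CHOP2 and substrate 25nM each, 30min compound preincubation then 60min RT; data normalized to NEM, curves fitted.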
# Mito fusion yeast = qHTS Assay for Small Molecule Inhibitors of Mitochondrial Division or Activators of Mitochondrial Fusion. S. cerevisiae fusion-defective mutant growth rescue, CellTiterGlo 48 h. Potency, µM (highest dose often 46.1 µM), for inactives: top-dose growth rescue (activation), hits mostly activators. actives 0.23% (n = 320,000);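 also: potency is read from the fitted curve at half-maximal effect; % of control where 0% means no effect; nearly all actives have a fitted effect of over 45% in size; temperature-sensitive fusion mutants such as fzo1-1 at 37 °C on non-fermentable ethanol glycerol medium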
#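 Luminescent cell viability in 1536-well qHTS format served as the measure of rescued growth in ts fusion-mutant S. cerevisiae cultured on non-fermentable YPEG for 48 hours at 37C.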
# An asterisk follows results filed as active; ? = inconclusive; . = no result given; [ ] = another dose, or the depositor's remark. Unless noted, calls follow the shape of the dose curve; as a rule, active = well fitted curve in the direction sought with a large enough effect; inconclusive = small, poorly fitted or top-dose-only effect, or another doubt; inactive = no such curve, though single readings can be large; an effect the other way counts as inactive or inconclusive.
mol	TSHR antag	Tb PFK block	BCR signal inh	B2AR arrestin	ELG1 repair inh	Eya2 inh	TSG101-PTAP inh	TCR activator	uPA generation	USP2a inh	Mito fusion yeast
Cc1ccc(/C=C/C(=O)O)cc1S(=O)(=O)N1CCC(Cc2ccccc2)CC1	-21	3%	?	-0.6%	?	4%	2%	-1%	4%	0%	17%
N#C/C(C(=O)Nc1ccc(Cl)cc1)=C(/S)Nc1ccccc1	-3	9.5µM*	?	7.0%	-12%	-7%	0%	5%	7%	-14%	-39%[inhibitor]
COc1cccc2c1OCC(C(=O)O)C2 (stereo unspecified)	11	-8%	9%	-0.7%	10%	4%	-1%	-4%	0%	2%	-21%
Nc1c(C(=O)Nc2ccccc2F)sc2nc(-c3cccnc3)ccc12	-2	-2%	?	-0.2%	?	17%	-1%	-7%	-1%	-4%	8%
COc1ccc(Nc2c(-c3ccc(OC)cc3)nc3cnccn23)cc1	-4	-3%	-1%	0.4%	-6%	-27%	-3%	-3%	1%	4%	-4%
CCSCc1nnc(SCC(=O)Nc2nc3ccccc3s2)n1C	-4	-1%	3%	0.1%	?	9%	-1%	1%	2%	3%	-4%
CN=c1scc(-c2ccc(Br)cc2)n1C	10	0%	20%	0.9%	-2%	9%	-1%	-2%	-9%	5%	-1%
O=C(O)c1ccc(N=NN2CCCC2)cc1	6	-5%	?	0.2%	?	-2%	0%	-3%	-3%	0%	2%
O=C(Nc1ccccc1N1CCOCC1)C1Cc2ccccc2CN1C(=O)c1ccco1 (stereo unspecified)	-9	5%	1%	-0.3%	1%	-4%	-4%	-4%	10%	5%	7%
FC(F)(F)c1cccc(CNC2c3ccccc3-c3ccccc32)c1	2	-12%	8%	-0.5%	?	-12%	-1%	6%	4%	2%	4%
CCCC(=O)OCCNc1cc(Sc2nccn2C)c2nonc2c1[N+](=O)[O-]	-93*	?	2.9µM*	-1.8%	-18%	-4%	1%	-4%[46.1 µM]	-3%	3%	29%
Cc1[nH]c2ccccc2c1/C=C(\C#N)C(=O)NC1CC1	-6	-11%	?	-0.1%	?	4%	-1%	-27%	-2%	2%	-2%
Cc1ccc(C)c(NC(=O)C(Sc2nnc(-c3cccs3)o2)c2ccccc2)c1 (stereo unspecified)	-3	8%	-6%	0.0%	?	-14%	-2%	11%[46.1 µM]	3%	-1%	0%
CC(Cn1cnc2ccccc21)C(=O)O (stereo unspecified)	-17	-5%	9%	0.0%	11%	7%	-4%	-5%[46.1 µM]	2%	0%	1%
c1ccc(CN2CCN(Cc3nnc(-c4ccccc4)o3)CC2)cc1	9	-1%	-2%	0.4%	3%	9%	-5%	9%	4%	3%	-3%
CCOC(=O)c1sc(N)c(C#N)c1COC(=O)CNC(=O)c1ccccc1	2	-2%	1%	0.2%	-13%	-1%	21%	.	-1%	5%	-1%
COc1ccc(OC)c2[nH]c(=O)c(CCNS(=O)(=O)c3ccccc3)cc12	26	13%	-12%	-0.3%	-1%	4%	-1%	-1%	0%	2%	0%
O=C(CCC1CCCN(C(=O)CCCc2ccccc2)C1)N1CCN(c2ccccn2)CC1 (stereo unspecified)	-7	-2%	?	0.2%	?	8%	2%	1%	11%	0%	4%
COCC(COCCCNC(=O)Nc1ccc(Br)cc1)OC (stereo unspecified)	42	2%	-4%	-0.2%	3%	-2%	-2%	4%	1%	1%	-6%
O=S(=O)(NC(=S)NC1CCCCC1)c1ccccc1	2	3%	-1%	0.1%	13%	5%	-5%	-4%	0%	0%	4%
COc1cccc(/C=C/c2ccccn2)c1O	-7	2%	?	-0.4%	?	4%	-5%	-2%	-2%	2%	-5%
CCN(CC(=O)Nc1ccc(NC(C)=O)cc1)C(=O)CSc1ncnc2sc(C)c(C)c12	.	-4%	?	0.0%	?	7%	3%	6%	5%	4%	-3%
Cc1cc(NCCN2CCOCC2)n2nc(C)c(-c3ccccc3)c2n1	6	14%	0%	0.1%	3%	-3%	0%	0%	9%	-1%	4%
CC(=O)c1ccc(NC(=O)C(C)Sc2nnc(C3CC3)n2C2CC2)cc1 (stereo unspecified)	-11	-1%	-6%	-0.2%	20%	16%	-4%	-1%	2%	-1%	-1%
Cc1ccccc1-c1noc(-c2ccccc2F)n1	-9	-4%	7%	-0.9%	?	-10%	0%	.	.	1%	1%
O=C1c2cccnc2C(O)N1Cc1ccco1 (stereo unspecified)	-4	0%	2%	0.0%	11%	11%	-3%	-5%	2%	1%	0%
O=C(COc1ccccc1)NCC(=O)N/N=C/C=C/c1ccccc1	-1	-2%	-6%	-0.6%	2%	2%	0%	7%[46.1 µM]	1%	1%	-1%
CCC(C)(C)C(=O)Nc1ccc(OC)cc1[N+](=O)[O-]	13	0%	-8%	-0.7%	?	-1%	-2%	-3%	.	2%	-1%
COCc1c(C(=O)NCc2ccccc2CN2CCCC2)oc2ccccc12	3	-7%	5%	-0.1%	1%	-12%	-1%	2%	3%	2%	-1%
CCC(=O)c1ccc(OC(=O)/C=C/c2cc(OC)c(OC)c(OC)c2)cc1	-4	1%	3%	0.0%	10%	0%	1%	0%	-9%	0%	3%
CC(=O)Cn1ncc(N2CCCCC2)c(Cl)c1=O	-3	0%	1%	0.1%	?	7%	2%	2%	-12%	2%	-2%
CC(C)N(CCNC(=O)C1CCN(S(=O)(=O)N2CCOCC2)CC1)Cc1ccccc1	-4	-1%	0%	0.2%	11%	5%	0%	-2%	4%	1%	1%
O=C(Nc1cccc(C(F)(F)F)c1)n1cc(-c2ccccn2)c(N2CCOCC2)n1	-42	0%	?	-0.3%	9%	3%	-2%	-2%	7%	3%	-11%
CC[C@@H](C(=O)n1nc(C)cc1C)[C@H](NS(=O)(=O)c1ccc(C)cc1)c1ccccc1	-5	-1%	14%	0.0%	-10%	-22%	-2%	3%	5%	2%	21%
Cc1ccc(N2C(=O)CC(n3nc(C)cc3C)C2=O)cc1 (stereo unspecified)	11	0%	?	0.4%	11%	-1%	-6%	1%	.	3%	-1%
Cc1ccccc1C(=O)N1CCN=C1SCc1ccc([N+](=O)[O-])cc1	-2	-6%	?	-0.1%	?	-6%	-2%	-9%	-3%	7%	-7%
CCC(C)NC(=O)COc1ccc(OCc2ccccc2)cc1 (stereo unspecified)	-7	7%	3%	0.0%	?	7%	-4%	-1%	5%	1%	18%
Cc1ccc(C2C=C(c3ccccc3OC(F)F)Nc3ncnn32)cc1 (stereo unspecified)	-1	0%	?	-0.9%	-10%	-32%	-8%	-11%	0%	0%	-8%
CCOc1ccc(CN2CCN(C/C=C/c3ccc(OC)cc3)CC2CCO)cc1 (stereo unspecified)	18	2%	-7%	-1.2%	?	5%	2%	-1%	1%	1%	-5%
COc1ccc(N/C(=C(/C(Cl)=C(Cl)Cl)[N+](=O)[O-])n2nnc3ccccc32)cc1OC	-1	-11%	2%	0.2%	-1%	1%	.	.	.	-1%	-1%
O=C(Nc1ccccc1C(F)(F)F)c1cc2ncc(CCCl)cn2n1	18	-6%	?	0.0%	?	2%	0%	0%[46.1 µM]	-16%	2%	-19%
COc1ccc2c(c1)CCc1c(C(=O)N(C)c3ccccc3)noc1-2	-16	-2%	5%	0.0%	?	-17%	-2%	11%	8%	4%	27%
